TGFb inhibitor: TGF-b pathway inhibition | HepG2 CAGA-GFP TGF-b/SMAD3 reporter, GFP fluorescence, 18 h; TGF-beta stimulated, 500 pg/mL final | Potency, µM (series often up to 46.1 µM), inactives show at the highest dose activity, negative = inhibition, usual class: inhibitors | 1.2% of 410,000 active; note: % is set by controls: 0 for no effect and ±100 for the full control effect; nearly all actives have a fitted effect of over 65% in size
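Inhibition was scored as loss of TGF-beta-induced (500 pg/mL final, 18 hours, 37 degrees C) GFP in HEPG2 cells carrying a CAGA-GFP reporter, in DMEM with 1% FBS. Well GFP was summed per cell; Activity was normalised to unstimulated and stimulated DMSO wells, then concentration-response fitting.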
Nrf2 ARE act: Nrf2 pathway activation | AREc32 ARE-luciferase reporter (MCF7-derived line), luminescence, 24 h | Potency, µM (top dose mostly 46.1 µM), without a hit: top-dose activation, most hits filed as activators | 0.31% of 410,000 active; note: % of control where 0% means no effect; nearly all actives have a fitted effect of over 65% in size
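Luciferase luminescence (Steady-Glo, 30 min at room temperature) served as the read-out of ARE activation in AREc32 cells treated with compounds for 24 hr at 37 deg C.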
Nrf2 block: Nrf2 pathway inhibition; A549 ARE-Fluc reporter, luciferase luminescence, 18-24 h; Potency, µM (top dose mostly 46 µM), without a hit: top-dose activity change, negative = inhibition, hits mostly inhibitors; 2.1% of 360,000 active; AID 504444; note: % is set by controls: 0 for no effect and ±100 for the full control effect; nearly all actives have a fitted effect of over 60% in size
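Two sequential reads on A549 ARE_Fluc cells exposed to compound for 18-24 h: a CellTiter-Fluor fluorescence read for viability, then a luciferase luminescence read for Nrf2/ARE activity.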
MCF10A rereplic: induces DNA re-replication in MCF 10a normal breast cells. AID 624296. MCF 10A DNA re-replication, Hoechst nuclear intensity, 48 h. 2.9% of 350,000 active. Potency, µM (titrated, usually from 46.1 µM), without a hit: top-dose activity, positive = re-replication, most hits filed as activators; note: % of control where 0% means no effect; nearly all actives have a fitted effect of over 50% in size
HepG2 viability: kills HepG2 cells in TGF-b inhibitor counter-screen | HepG2 CAGA-GFP viability, ATP luminescence, 18 h | Potency, µM (titrated, usually from 46.1 µM), for the others: at the top dose activity change, negative = cytotoxicity, most hits filed as cytotoxic | 0.76% of 410,000 active | AID 588856; note: some results filed as inactive show a strong effect at the top dose
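HepG2 CAGA-GFP cells (1000/well, DMEM with 1% FBS) received compound, then TGF-beta at 500 pg/mL final, and were incubated 18 hours at 37 degrees C. Viability was read by CellTiter-Glo luminescence. Media-only wells were set as complete cell-killing and DMSO as no toxicity.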
A549 viability: A549 cytotoxicity, counter-screen for Nrf2 inhibitors. A549 ARE-Fluc cells, CellTiter-Fluor viability, 18-24 h. Potency, µM (top dose mostly 46 µM), inactives show at the highest dose activity change, negative = cytotoxicity, actives largely listed as inhibitors. 0.16% of 390,000 active; note: % is set by controls: 0 for no effect and ±100 for the full control effect
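Cytotoxicity counterscreen: CellTiter-Fluor fluorescence was measured in A549 ARE_Fluc cells after 18-24 h of compound exposure in a concentration series. The subsequent BugLite luminescent read reports ARE-luciferase activity.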
ATXN viability: reduces viability in counter-screen for ATXN expression inhibitors. AID 651635. 0.49% of 400,000 active. S2 cells (HEK-293 line with an ATXN2-luciferase reporter) viability, CellTiter-Fluor protease fluorescence, 24 h. Potency, µM (series often up to 56.7 µM), hits mostly cytotoxic; note: nearly all actives have a fitted effect of over 40% in size
EPAC2 antagonist: EPAC2 (human) antagonism. Potency, µM (doses to about 114 µM), for inactives: at the highest dose activity, negative = inhibition, usual class: inhibitors. 0.18% of 360,000 active. AID 720708. EPAC2 GEF exchange of Rap1B-BODIPY-GDP, fluorescence; note: % is set by controls: 0 for no effect and ±100 for the full control effect; nearly all actives have a fitted effect of over 45% in size; many of its hits are not listed in these tables
Target sequence (Q8WZA2 whole entry, looked up): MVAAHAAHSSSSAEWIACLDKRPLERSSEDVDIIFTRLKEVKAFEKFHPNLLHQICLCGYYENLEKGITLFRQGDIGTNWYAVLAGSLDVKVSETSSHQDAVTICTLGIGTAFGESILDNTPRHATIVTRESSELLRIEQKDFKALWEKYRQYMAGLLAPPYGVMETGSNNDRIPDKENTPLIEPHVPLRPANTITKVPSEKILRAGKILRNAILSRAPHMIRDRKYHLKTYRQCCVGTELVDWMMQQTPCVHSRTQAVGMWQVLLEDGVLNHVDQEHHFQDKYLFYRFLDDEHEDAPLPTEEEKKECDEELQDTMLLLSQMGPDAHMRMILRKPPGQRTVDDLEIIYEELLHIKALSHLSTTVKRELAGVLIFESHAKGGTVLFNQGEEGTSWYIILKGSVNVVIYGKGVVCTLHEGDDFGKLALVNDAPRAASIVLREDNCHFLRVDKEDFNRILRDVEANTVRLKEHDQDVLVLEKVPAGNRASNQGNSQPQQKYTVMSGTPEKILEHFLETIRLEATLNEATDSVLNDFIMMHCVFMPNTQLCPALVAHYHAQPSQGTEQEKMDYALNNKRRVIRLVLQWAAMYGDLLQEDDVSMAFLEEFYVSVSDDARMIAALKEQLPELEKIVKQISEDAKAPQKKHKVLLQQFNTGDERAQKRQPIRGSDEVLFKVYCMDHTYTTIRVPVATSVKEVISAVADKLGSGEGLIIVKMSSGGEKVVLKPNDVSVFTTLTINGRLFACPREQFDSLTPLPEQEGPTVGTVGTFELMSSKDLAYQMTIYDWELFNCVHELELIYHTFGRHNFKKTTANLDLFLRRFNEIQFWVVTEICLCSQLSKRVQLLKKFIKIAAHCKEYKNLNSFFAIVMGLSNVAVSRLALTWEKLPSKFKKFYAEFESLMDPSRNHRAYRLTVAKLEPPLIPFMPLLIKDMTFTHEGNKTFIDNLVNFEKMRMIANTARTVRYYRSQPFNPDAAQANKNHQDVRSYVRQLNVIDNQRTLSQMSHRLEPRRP
ATXN2 expr inh: ATXN2 expression inhibition | HEK-293 ATXN2-luciferase reporter, luminescence, 24 h | Potency, µM (highest dose often 57 µM), without a hit: at the highest dose activity change, negative = inhibition, usual class: inhibitors | 0.72% of 360,000 active | AID 1745845; note: % is set by controls: 0 for no effect and ±100 for the full control effect; nearly all actives have a fitted effect of over 55% in size
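qHTS (up to 57 uM final) was run with 24 h compound exposure of reporter cells at 37 °C. Each well was multiplexed: SteadyGlo luminescence measured ATXN2-luciferase expression after a fluorogenic Gly-Phe-AFC viability readout (25 uM final).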
The depositor's hits bear a star; i = inactive; u = inconclusive; x = not tested or not shown; [ ] = another dose, or the depositor's remark. Calls come from the whole dose curve; as a rule, active = well fitted curve in the direction sought with a large enough effect; inconclusive = small, poorly fitted or top-dose-only effect, or another doubt; inactive = no such curve, though single readings can be large; an effect the other way counts as inactive or inconclusive. Potency is the fitted concentration of half-maximal effect. Only part of the results is shown; count on the stated rates, not on these rows.

Molecule,TGFb inhibitor,Nrf2 ARE act,Nrf2 block,MCF10A rereplic,HepG2 viability,A549 viability,ATXN viability,EPAC2 antagonist,ATXN2 expr inh
O=C1CC2(CCCC2)C(=O)N1CN1CCN(S(=O)(=O)c2ccc(Cl)c(Cl)c2)CC1,6.8%,-0.5%,-3.4%,2.4%,-0.5%,10.4%,u,12.6%,-7.2%
S=C(Nc1ccccc1Cl)N1CCCCC1,-6.6%,0.1%,5.0%,u,-5.1%,0.7%,i,11.6%,4.2%
Cc1ccc(NC2=CC(c3ccccc3F)N(c3ccc(C)cc3)C2=O)cc1 (centres undefined),12.5%,4.2%,1.6%,x,-19.0%,-14.7%,i,x,3.3%
CC1=CC(C)C2C(=O)N(O)C(=O)C2C1 (centres undefined),0.9%,0.0%,21.8%,u,-2.6%,3.4%,i,2.7%,2.9%
CCOC(=O)CSc1nc2c(cnn2-c2ccc(C)cc2)c(=O)[nH]1,-1.0%,0.1%,3.4%,1.6%,-4.5%,-0.1%,i,0.3%,2.2%
O=C(Nc1ccc2oc(-c3ccc4ccccc4c3)nc2c1)c1cccs1,-1.3%,4.8%,-26.8%,5.17µM*,-18.1%,u,u,9.1%,-12.8%
CCc1ccc(-n2nc(C)c3c(C)cc(=O)n(Cc4nc(-c5ccccc5)oc4C)c32)cc1,-0.3%,6.0%,u,x,9.7%,5.3%,i,x,1.2%
CC1CCCCC1NC(=O)C(C)N1C(=O)c2ccccc2C1=O (centres undefined),5.4%,0.1%,17.1%,-4.9%,5.5%,0.2%,i,0.6%,7.0%
O=C(O)Cc1sc(N/N=C\c2ccccc2)nc1-c1ccccc1,6.4%,20.5%,-0.9%,-0.6%,-7.3%,-6.7%,u,1.3%,11.9%
O=C(NNc1nc(-c2ccccc2)cs1)c1cccs1,-13.3%,0.4%,-12.9%,2.1%,-33.8%,-2.3%,i,1.9%,30.8%
O=C(COC(=O)c1cc(S(=O)(=O)N2CCCC2)ccc1O)NCCc1ccccc1,-2.0%,-0.6%,3.1%,-5.3%,-1.6%,-0.3%,x,7.0%,x
C=CCOc1c(Br)cc(CNc2ccc(NC(=O)CCC)cc2)cc1OCC,-3.6%,2.7%,14.6µM*,4.8%,1.2%,-17.0%,i,1.9%,-18.4%
Cc1cc(C)c(/C=C/c2onc(C)c2S(=O)(=O)N2CCC(C(=O)NCc3ccccc3Cl)CC2)c(C)c1,2.9%,0.1%,x,x,4.6%,10.3%,x,x,x
CC(C)(C)c1ccc(S(=O)(=O)N2CCC(O)(c3ccc(Cl)cc3)CC2)cc1,12.6µM*,6.2%,u,u,-43.9%,-18.6%,u,-12.9%,x
O=C1CCCN1c1ccc(N2CCCC2=O)cc1,-4.8%,0.1%,8.8%,5.9%,-52.2%,14.0%,i,0.6%,-8.2%
CC(=O)Nc1cccc(N=NN2CCCCC2)c1,-1.6%,3.0%,13.1%,6.8%,-3.1%,1.2%,i,-7.5%,-2.7%
COc1ccc(NC(=O)c2ccc(NC(=O)CN3CCN(c4ccc(O)cc4)CC3)cc2)cc1,-15.6%,0.6%,u,5.3%,-14.8%,-14.3%,x,4.9%,u
O=C(c1ccccc1[N+](=O)[O-])N(CCc1ccccc1)Cc1ccccc1,u,1.1%,u,12.9%,-21.4%,0.2%,i,-24.2%,-16.4%
Clc1cccc(-c2nc3nc4ccccc4nc3n2Cc2ccccc2)c1,14.2%,0.2%,-6.4%,3.2%,25.7%,6.4%,u,-2.0%,-1.7%
CN(c1ccc(Cl)cc1)c1cc2c(c3c1ccn3C)C1CCC2C1 (centres undefined),-8.6%,0.1%,x,x,-17.5%,x,i,10.6%,-4.7%
CS(=O)(=O)N(CC(=O)N1CCCCCC1)Cc1ccc(Cl)cc1,-3.8%,-0.5%,-29.2%,2.6%,-0.7%,-6.4%,i,-2.2%,-15.6%
CCN(C(=O)CSc1nnnn1-c1ccccc1OC)C1CCS(=O)(=O)C1 (centres undefined),6.2%,0.0%,3.2%,1.1%,1.4%,-1.0%,i,1.8%,-4.0%
CNc1c(N)n(Cc2ccccc2)c(=O)[nH]c1=O,-19.3%,0.2%,9.4%,4.3%,2.0%,x,i,22.5%,2.5%
CC(C)NC(=O)NC(=O)CSc1ncc(C(F)(F)F)cc1Cl,u,0.1%,x,-19.1%,-14.6%,4.5%,i,-1.6%,-33.5%
O=C(CSc1nnnn1-c1ccccc1)NCCCN1CCCC1=O,7.6%,0.5%,-1.4%,-13.4%,1.2%,0.4%,i,-4.9%,1.6%
Cc1cccn2c(=O)c3cc(C(=O)NCC4CCCO4)c(=N)n(C4CCCC4)c3nc12 (centres undefined),0.0%,0.6%,-2.3%,u,-5.0%,u,x,8.3%,-9.8%
Cn1c(C(C(=O)NCC2CCCO2)N(CCc2ccccc2)C(=O)Cn2nnc3ccccc32)nc2ccccc21 (centres undefined),u,-0.1%[9.22 µM],4.5%,0.0%,-8.7%,-2.2%,i,-1.6%,-14.5%
CC1(Oc2ccc(F)cc2)CCN(Cc2ccccc2OC(F)F)C1 (centres undefined),8.0%,0.6%,x,x,-8.7%,x,i,2.3%,2.7%
Cn1c(SCC(=O)N2c3ccccc3Sc3ccccc32)nnc1-c1ccco1,-2.1%,17.0%,x,6.4%,-23.9%,-7.3%,i,5.4%,-12.7%
CCN(c1ccc(C)c(C)c1)S(=O)(=O)c1c(C)[nH]c(=O)[nH]c1=O,0.0%,0.1%,-3.9%,-41.9%[inhibitor],18.4%,-8.3%,i,18.1%,-2.3%
CCC(C)(C(=O)NC1CCCCC1)N(Cc1ccco1)C(=O)Cc1cccs1 (centres undefined),-2.9%,0.3%,10.6%,10.4%,-1.5%,-17.2%,u,9.3%,-9.3%
CCOC(=O)N1CCN(C(=O)c2ccc(N(Cc3ccccc3)S(C)(=O)=O)cc2)CC1,-12.8%,-0.5%,7.0%,-0.1%,1.1%,-1.6%,i,-5.1%,2.8%
CC12CCC(/C(=C/NNc3ccc([N+](=O)[O-])cc3[N+](=O)[O-])C1=O)C2(C)C (centres undefined),u,u,x,x,-39.1%,x,u,6.3%,x
COc1ccc(NC(=O)CC2C(=O)N(c3cccc(OC)c3)C(=O)N2C2CCCCC2)cc1 (centres undefined),-4.3%,-0.1%,1.0%,2.7%,-10.2%,-3.6%,i,-1.9%,-4.2%
COCCCNC(=O)CN(c1cc(Cl)cc(Cl)c1)S(C)(=O)=O,0.5%,0.0%,2.8%,-1.4%,0.6%,0.7%,i,4.6%,0.9%
O=C1N(Cc2cccnc2)C[C@@H]2C[C@@H](c3ccccc3C(F)(F)F)N3CCC[C@@]123,-13.3%,-0.8%,1.3%,0.2%,-15.5%,2.4%,i,5.7%,-19.9%
O=C(CCN1C(=O)c2ccccc2S1(=O)=O)Nc1nc2c(s1)CCCC2,-6.9%,7.4%,u,-7.2%,-13.1%,-10.4%[1.84 µM],i,-0.1%,51.5%[activator]
Cc1ccc(C)c(CN2CCCNC2=O)c1,-18.0%,-0.4%,x,1.7%,0.1%,9.7%,i,1.8%,-4.9%
COc1ccc2nc(NC(=O)C3=NN(c4ccccc4)C(=O)CC3)sc2c1,-0.5%,3.3%,u,u,-5.6%,2.2%,i,1.0%,12.5%
O=C1c2cccc3cccc(c23)C(c2nc3ccccc3[nH]2)N1C1CC1 (centres undefined),x,3.7%,x,x,x,x,i,-20.7%,-8.1%
COc1cnc(-c2ccccc2)nc1Oc1ccc(Cl)cc1C,0.0%,0.1%,10.8%,12.7%,75.8%,8.2%,x,6.2%,-16.8%
CCCCCCc1c(C)c2c(cc(C)c3c(C)coc32)oc1=O,2.4%,-1.2%,2.7%,x,6.5%,12.9%,i,x,0.2%
C#CCOCCOCCOCCNc1nc(N2CCN(C(=O)[C@H](CCCCN)n3cc(CN)nn3)CC2)nc(N2CCN(C(=O)[C@H](CCCN=C(N)N)n3cc(C(N)[C@H](C)CC)nn3)CC2)n1 (some centres undefined),-5.9%,0.0%,7.4%,-7.2%,6.7%,0.0%,i,13.4%,2.3%
O=[N+]([O-])c1cccc(N=NN(CCO)c2cccc([N+](=O)[O-])c2)c1,-20.8%,3.2%,u,1.1%,-15.6%,-0.1%,i,-12.0%,-13.7%
O=C(NCc1ccco1)c1cc([N+](=O)[O-])ccc1N1CCCCC1,5.0%,0.3%,2.6%,u,-0.1%,-6.8%,u,-3.6%,-8.4%
O=C1CCCC2=C1C(c1cccs1)n1ncnc1N2 (centres undefined),7.1%,-0.4%,-3.7%,-3.8%,0.8%,-1.8%,i,12.8%,-9.2%
c1ccc(C2CCC(N3CCNCC3)CC2)cc1 (centres undefined),-14.4%,0.3%,4.2%,11.6%,-8.7%,2.5%,i,13.1%,-23.2%
COc1ccc(-n2nc3c(c2NC(=O)CCCCl)CSC3)cc1,-5.8%,4.3%,u,-5.1%,-17.7%,0.2%,u,2.4%,x
O=C(Oc1cc(-c2ccccc2)no1)c1ccc(Cl)cc1,u,-0.3%,4.1%,-0.7%,-2.5%,-0.7%,i,-3.6%,-1.3%

Filtered by structure: the entries above with two or more sulfur atoms (four)
Molecule,TGFb inhibitor,Nrf2 ARE act,Nrf2 block,MCF10A rereplic,HepG2 viability,A549 viability,ATXN viability,EPAC2 antagonist,ATXN2 expr inh
O=C(NNc1nc(-c2ccccc2)cs1)c1cccs1,-13.3%,0.4%,-12.9%,2.1%,-33.8%,-2.3%,i,1.9%,30.8%
CCN(C(=O)CSc1nnnn1-c1ccccc1OC)C1CCS(=O)(=O)C1 (centres undefined),6.2%,0.0%,3.2%,1.1%,1.4%,-1.0%,i,1.8%,-4.0%
Cn1c(SCC(=O)N2c3ccccc3Sc3ccccc32)nnc1-c1ccco1,-2.1%,17.0%,x,6.4%,-23.9%,-7.3%,i,5.4%,-12.7%
O=C(CCN1C(=O)c2ccccc2S1(=O)=O)Nc1nc2c(s1)CCCC2,-6.9%,7.4%,u,-7.2%,-13.1%,-10.4%[1.84 µM],i,-0.1%,51.5%[activator]

High-throughput results from PubChem BioAssay.
